# Cav3 T inh – blocks human Cav3.2 T-type calcium channel; O95180; Cav3.2-expressing cells, Fluo-4 calcium fluorescence FDSS; hits give low values; B-score at 10 µM; actives 4% (n = 100,000);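 active = single-dose well whose peak fluorescence ratio is a statistical outlier from its plate by either plate-standardised score or position-corrected B-score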
# Target sequence (O95180 whole entry, looked up): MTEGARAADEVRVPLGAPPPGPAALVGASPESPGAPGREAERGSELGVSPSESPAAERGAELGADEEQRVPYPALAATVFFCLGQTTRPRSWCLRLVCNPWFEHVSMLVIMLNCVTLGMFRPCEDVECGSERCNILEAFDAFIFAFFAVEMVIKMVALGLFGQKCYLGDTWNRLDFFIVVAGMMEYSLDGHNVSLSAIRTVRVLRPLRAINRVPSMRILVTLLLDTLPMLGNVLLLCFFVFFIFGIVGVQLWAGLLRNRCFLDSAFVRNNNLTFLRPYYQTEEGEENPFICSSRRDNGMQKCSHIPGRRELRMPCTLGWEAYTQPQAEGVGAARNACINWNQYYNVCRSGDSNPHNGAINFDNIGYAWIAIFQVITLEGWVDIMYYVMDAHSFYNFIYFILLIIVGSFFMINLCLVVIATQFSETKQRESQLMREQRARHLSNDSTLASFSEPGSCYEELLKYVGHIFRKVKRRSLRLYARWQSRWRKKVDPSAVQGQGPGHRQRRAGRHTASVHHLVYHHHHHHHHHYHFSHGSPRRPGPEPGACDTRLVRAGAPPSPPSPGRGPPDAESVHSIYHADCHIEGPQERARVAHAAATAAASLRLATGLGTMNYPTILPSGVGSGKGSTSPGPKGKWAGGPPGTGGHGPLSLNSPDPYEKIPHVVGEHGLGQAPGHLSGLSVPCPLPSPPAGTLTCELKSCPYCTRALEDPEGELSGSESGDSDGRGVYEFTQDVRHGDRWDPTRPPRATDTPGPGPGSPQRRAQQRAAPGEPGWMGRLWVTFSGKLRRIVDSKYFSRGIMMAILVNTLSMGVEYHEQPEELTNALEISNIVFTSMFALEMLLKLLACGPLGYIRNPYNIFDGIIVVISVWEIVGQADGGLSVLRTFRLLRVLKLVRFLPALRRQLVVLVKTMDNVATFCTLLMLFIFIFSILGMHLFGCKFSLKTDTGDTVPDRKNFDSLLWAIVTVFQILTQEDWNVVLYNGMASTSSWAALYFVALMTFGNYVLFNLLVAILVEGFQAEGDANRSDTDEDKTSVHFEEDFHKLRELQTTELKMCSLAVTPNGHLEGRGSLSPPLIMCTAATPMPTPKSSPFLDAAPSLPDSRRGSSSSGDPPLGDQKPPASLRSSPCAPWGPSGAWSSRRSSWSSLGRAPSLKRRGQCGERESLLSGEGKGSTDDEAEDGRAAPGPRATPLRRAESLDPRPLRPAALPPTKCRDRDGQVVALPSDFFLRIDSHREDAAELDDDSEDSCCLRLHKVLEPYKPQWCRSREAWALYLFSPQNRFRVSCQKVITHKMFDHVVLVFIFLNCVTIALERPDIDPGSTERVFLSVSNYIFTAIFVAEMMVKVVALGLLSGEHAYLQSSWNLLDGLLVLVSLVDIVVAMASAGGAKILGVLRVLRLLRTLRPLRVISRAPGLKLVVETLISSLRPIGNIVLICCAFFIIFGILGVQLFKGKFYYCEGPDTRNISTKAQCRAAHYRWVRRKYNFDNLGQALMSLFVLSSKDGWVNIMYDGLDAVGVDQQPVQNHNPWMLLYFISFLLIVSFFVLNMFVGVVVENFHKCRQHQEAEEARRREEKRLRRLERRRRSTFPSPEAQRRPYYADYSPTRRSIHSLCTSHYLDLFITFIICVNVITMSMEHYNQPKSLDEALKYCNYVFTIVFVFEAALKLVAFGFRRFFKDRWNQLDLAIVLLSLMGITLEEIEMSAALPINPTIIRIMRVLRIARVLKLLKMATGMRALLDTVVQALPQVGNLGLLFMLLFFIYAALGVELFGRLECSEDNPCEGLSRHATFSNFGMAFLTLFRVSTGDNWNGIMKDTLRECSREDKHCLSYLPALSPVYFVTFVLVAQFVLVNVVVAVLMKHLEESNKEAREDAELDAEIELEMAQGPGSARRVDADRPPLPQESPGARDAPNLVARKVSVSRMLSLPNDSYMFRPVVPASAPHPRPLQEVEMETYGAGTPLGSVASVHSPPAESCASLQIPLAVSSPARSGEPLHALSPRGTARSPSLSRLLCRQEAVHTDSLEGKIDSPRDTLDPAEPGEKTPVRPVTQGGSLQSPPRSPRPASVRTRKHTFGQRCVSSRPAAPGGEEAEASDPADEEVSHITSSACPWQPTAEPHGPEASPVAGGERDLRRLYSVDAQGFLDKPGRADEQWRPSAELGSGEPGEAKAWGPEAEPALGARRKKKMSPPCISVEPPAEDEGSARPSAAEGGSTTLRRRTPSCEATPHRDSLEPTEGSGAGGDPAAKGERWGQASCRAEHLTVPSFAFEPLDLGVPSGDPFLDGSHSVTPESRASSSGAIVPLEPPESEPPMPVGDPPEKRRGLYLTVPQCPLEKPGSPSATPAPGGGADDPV
# Active calls of the source: *. This is a subset (hit frequency here may not be typical).
canonical_smiles	Cav3 T inh
CC1CCCC/C1=N\NS(=O)(=O)c1ccc(Br)cc1 (stereo unspecified)	-2
CC(CCc1ccccc1)NC(=O)c1cc2sccc2n1C (stereo unspecified)	-3
COc1cc2[nH]c(=O)n(CCCCCC(=O)NCCc3c[nH]c4ccccc34)c(=O)c2cc1OC	0.39
COc1ccc(CCC(C(O)C(F)(F)F)S(=O)c2ccccc2)cc1 (stereo unspecified)	-0.025
COC(=O)C1CCN(C(=O)COC(=O)CC(NC(N)=O)c2ccc(Cl)cc2)CC1 (stereo unspecified)	-0.15
N#Cc1c(N)nc2c3c(sc(=N)c2c1N)NC(=O)CC3c1c(F)cccc1Cl (stereo unspecified)	0.87
COc1cc(NC(=O)c2ccco2)c(C(=O)OCC(=O)Nc2ncc(Cl)cc2Cl)cc1OC	1.2
CCn1cc(Br)c(C(=O)Nc2ccc(Cl)cc2Cl)n1	-0.84
CCN(CC)CCCNC(=O)c1[nH]c(C)c(C(=O)NC2CCCCC2)c1C	-0.42
CC(=O)c1c(C)[nH]c(C(=O)Nc2ccc(C)c(C)c2)c1C	-0.14
CCOC(=O)c1c(C2COc3ccccc3O2)csc1NC(=O)c1ccccc1 (stereo unspecified)	-1.1
Cc1nc(NC(=O)COc2ccccc2)sc1C(=O)Nc1ccccc1	-0.029
CC1CN(C(=O)c2cc3ccccc3oc2=O)CC(C)O1 (stereo unspecified)	1.3
COc1ccc(CNC(=O)C2CCCN2S(=O)(=O)c2ccc(C)cc2)cc1 (stereo unspecified)	-0.057
C/C(=N\N=C(/N)SC1CC(=O)N(c2ccc(Cl)cc2)C1=O)c1cccs1 (stereo unspecified)	-1.8
Cc1ccc(N2CC(C(=O)NCc3cccnc3)CC2=O)cc1 (stereo unspecified)	0.41
CN1/C(=N\O)c2cccc3cccc1c23	-4.4*
O=C(NCc1ccccc1)c1onc(CSc2ccc(Cl)cc2)c1C(=O)NCc1ccccc1	-2.1
COc1ccc(-c2nnc(Nc3nc4c(OC)cccc4s3)o2)c(OC)c1	0.71
CCCNc1nc2c(c(=O)n(C)c(=O)n2C)n1Cc1ccc(F)cc1	0.4
S=c1nccc(-c2cc(Cl)sc2Cl)[nH]1	0.04
CCO[C@H]1OC(C(=O)N2CCN(Cc3ccc4c(c3)OCO4)CC2)=C[C@@H](C(C)(C)C)[C@@H]1CCCO	-1.6
CCC(Cc1ccccc1)NC(=O)CN(C)S(=O)(=O)c1ccc2c(c1)c(=O)n(C)c(=O)n2C (stereo unspecified)	0.89
Cc1nc2c(c(C)nn2-c2ccccc2)c(C)c1Cl	-0.099
COC(=O)c1ccc(OCC(O)CN(CCO)CCO)cc1 (stereo unspecified)	0.24
CCCCOc1ccccc1NC(=O)c1ccc(=O)[nH]c1	1
Cc1cc(C)nc(N2CCC(C(=O)Nc3ccc(Oc4ccccc4)cc3)CC2)n1	0.33
O=[N+]([O-])c1ccc(N2CCCC2)cc1N1CCCC1	-2.2
C=CCn1c(COc2ccc(CC)cc2)nnc1SCC(=O)N(C)C1CCS(=O)(=O)C1 (stereo unspecified)	0.84
C[C@@H]1CCC[C@@]2(O[C@@H](CCO)C[C@@H](O)[C@@H]2O)O1	0.64
CC(=O)Oc1ccc(C(c2ccc(OC(C)=O)cc2)c2ccccn2)cc1	-3.5
CCOC(=O)C1C(=O)C=C(c2cccc(NS(C)(=O)=O)c2)CC1c1ccco1 (stereo unspecified)	0.2
COc1ccc(Oc2ncnc3c2oc2ccc(Br)cc23)cc1	-0.17
Cn1cccc1Cc1nnc(SCC(N)=O)n1-c1ccc(F)cc1	0.66
CN1CCN(S(=O)(=O)c2ccc(Sc3nc4ccccc4[nH]3)c3nsnc23)CC1	0.41
Cc1ccc(NC(=O)CS(=O)CC(=O)Nc2ccc3c(c2)OCO3)cc1Cl (stereo unspecified)	-3.3
COC(=O)CNC(=O)C1CCCN1C(=O)CNC(=O)OC(C)(C)C (stereo unspecified)	0.13
O=C1CC(N2CCN(c3ccc(O)cc3)CC2)C(=O)N1Cc1cccs1 (stereo unspecified)	0.79
Cc1ccsc1-c1nc(CSCC(=O)NCCN2CCCC2)c(C)o1	0.74
CCOc1ccc(C(=O)c2cnc3ccccc3c2N2CCN(CC)CC2)cc1	-1.3

# Quoted at random: five compounds from above
canonical_smiles	Cav3 T inh
CCCCOc1ccccc1NC(=O)c1ccc(=O)[nH]c1	1
CCC(Cc1ccccc1)NC(=O)CN(C)S(=O)(=O)c1ccc2c(c1)c(=O)n(C)c(=O)n2C (stereo unspecified)	0.89
O=C1CC(N2CCN(c3ccc(O)cc3)CC2)C(=O)N1Cc1cccs1 (stereo unspecified)	0.79
CCO[C@H]1OC(C(=O)N2CCN(Cc3ccc4c(c3)OCO4)CC2)=C[C@@H](C(C)(C)C)[C@@H]1CCCO	-1.6
S=c1nccc(-c2cc(Cl)sc2Cl)[nH]1	0.04

# Arranged by heavy-atom count (smallest number first): three of the compounds above.
canonical_smiles	Cav3 T inh
COC(=O)CNC(=O)C1CCCN1C(=O)CNC(=O)OC(C)(C)C (stereo unspecified)	0.13
CC(=O)Oc1ccc(C(c2ccc(OC(C)=O)cc2)c2ccccn2)cc1	-3.5
CN1CCN(S(=O)(=O)c2ccc(Sc3nc4ccccc4[nH]3)c3nsnc23)CC1	0.41

# Marked active in Cav3 T inh, among the entries above:
canonical_smiles	Cav3 T inh
CN1/C(=N\O)c2cccc3cccc1c23	-4.4*

# Other compounds follow:
canonical_smiles	Cav3 T inh
CC(C)NC(=O)C1CCCN(S(=O)(=O)c2cccs2)C1 (stereo unspecified)	0.15
CC1(C)CC(=O)C=C(NNC(=O)C2CCCCC2)C1	-0.67
CCN=C1SC(CC(=O)Nc2ccccc2)C(=O)N1CC (stereo unspecified)	0.28
O=C(O)CCSc1nnc(-c2ccc3c(c2)OCO3)o1	0.21
CC(=O)OC(C(=O)N1CCN(c2ccccc2F)CC1)c1ccccc1 (stereo unspecified)	1.5
O=c1nc(-c2ccccc2)cn[nH]1	0.051
Oc1ccc2oc3c(c2c1)CCCC3	-4.3
O=C(c1ccc(Cl)cc1)C1C2C(=O)N(c3ccccc3)C(=O)C2C2CCCN21 (stereo unspecified)	-6.9*
CN(C)CCCNC(=O)c1cc2c3ccccc3n(C)c2s1	1.4
CCc1nnc(NC(=O)c2cc(S(=O)(=O)N3CCN(c4ccccc4)CC3)ccc2Cl)s1	1.3
O=C(O)C1C2C=CC3(CN(C4CCCC4)C(=O)C13)O2 (stereo unspecified)	0.11
COC(=O)C1CSC(C(=O)OC)N1C(=O)Nc1c(C)cccc1C (stereo unspecified)	0.078
CC(C)N(C(=O)C(=O)c1cccn1-c1ccccc1C#N)C(C)C	0.18
O=C(COC(=O)CNC(=O)c1ccco1)Nc1ccc(Cl)cn1	-0.42
Cc1cc(C)c(NC(=O)C(C)Sc2nnc(-c3ccco3)n2-c2ccccc2)c(C)c1 (stereo unspecified)	-0.22
COCCCNC(=O)CCc1nc(-c2ccccc2)no1	0.16
N#Cc1c(N)nc(SCc2ccccc2)c(C#N)c1-c1ccco1	-0.75
NC(=O)c1ccccc1NC(=O)Nc1cccc(Cl)c1	0.3
Cc1ccccc1Oc1ccc(-c2nc(N)nc(N)n2)cc1	0.035
CC1CCCN(C(=O)c2cc3c(-c4ccc(Cl)cc4)nn(C)c3s2)C1 (stereo unspecified)	-1.1

# As entered above.
# Reading of O=C(O)C1C2C=CC3(CN(C4CCCC4)C(=O)C13)O2 (stereo unspecified) in Cav3 T inh: 0.11
# Reading of CC1(C)CC(=O)C=C(NNC(=O)C2CCCCC2)C1 in Cav3 T inh: -0.67
# Reading of CN(C)CCCNC(=O)c1cc2c3ccccc3n(C)c2s1 in Cav3 T inh: 1.4
# Reading of Cc1ccccc1Oc1ccc(-c2nc(N)nc(N)n2)cc1 in Cav3 T inh: 0.035
# Reading of Oc1ccc2oc3c(c2c1)CCCC3 in Cav3 T inh: -4.3
# Reading of O=c1nc(-c2ccccc2)cn[nH]1 in Cav3 T inh: 0.051

# Other entries.
canonical_smiles	Cav3 T inh
O=C(OCC(=O)N1CCN(C(=O)c2ccco2)CC1)c1sc2ccccc2c1Cl	-0.037
CNC(=O)COc1ncnc2sc(C)c(C)c12	-0.25
O=C(Nc1ccccc1C(=O)NCCc1ccccc1)c1ccco1	0.45
Fc1ccc(C2CC(c3ccco3)=NN2c2ccccc2)cc1 (stereo unspecified)	-0.83
OC(C#Cc1ccccn1)c1cccs1 (stereo unspecified)	0.65
O=C(O)CCCC(=O)Nc1nc(-c2ccccc2)cs1	0.9
CCCCCCCCCC(=O)N/N=C/c1ccc(C)s1	-0.071
CCOC(=O)C1=C(C)NC2=C(C(=O)CC(C)(C)C2)C1c1cccc(C)n1 (stereo unspecified)	0.53
CC(C)(C)C(=O)CCN1C(=O)C2(OCCO2)c2ccccc21	0.062
O=C(CN1C(=O)COc2ccccc21)NCc1ccc(C(=O)O)cc1	-0.15
C=CCNc1ncnc2c1cnn2-c1ccc(OC)cc1	0.63
COC(=O)[C@@]1(Cc2ccc(F)cc2)[C@H]2c3cc(C(=O)N(C)C)n(C[C@H](O)CO)c3C[C@H]2CN1C(=O)c1ccccc1	0.8
CCN(CC)C(=O)C1CCN(Cc2cccc(OCc3ccccc3)c2)CC1	-0.36
O=C(CCCNS(=O)(=O)c1cccc2nsnc12)NCc1ccc(Cl)cc1	0.42
O=C1NC2=C(C(=O)c3ccccc32)C(c2ccccc2)N1 (stereo unspecified)	-1.4
O=C(Nc1ccc(Cl)cc1)Nc1cccnc1	0.15
N#Cc1ccccc1NC(=O)CSc1nccn1CCc1ccccc1	-2.4
CN(C)S(=O)(=O)c1ccc(N2CCCC2)c(C(=O)NCc2ccccc2)c1	1.7
COc1ccc(S(=O)(=O)N2CCOC2CNC(=O)C(=O)NCCc2c[nH]c3ccccc23)cc1C (stereo unspecified)	-3.5*
CC(=O)C1=C(O)C(=O)N(c2ccc(S(N)(=O)=O)cc2)C1c1ccc([N+](=O)[O-])cc1 (stereo unspecified)	0.27
O=C(CCN1CCOCC1)c1ccc2c(c1)OCCO2	0.21
Cc1cc2cc(CNC(=O)Cc3cccs3)ccc2n1C	-4.2*
CCSc1nnc(-c2ccncc2)o1	0.34
Cn1c(O)c(C(C#N)=C2N=c3ccccc3=N2)c2ccccc21	0.067
CC(C)N(Cc1nc(-c2ccccc2)no1)C(=O)CN(C)S(=O)(=O)c1ccccc1	0.11
C/C(CC(C)(C)C1CCCCC1)=N\NC(N)=S	-4.6*
Cc1ccc(C2=NOC(C)(c3nnc(Cc4ccccc4)o3)C2)cc1 (stereo unspecified)	0.57
COC(=O)c1ccc(NC(=O)CNS(=O)(=O)c2cccs2)cc1	-0.017
N#Cc1nc(COc2ccc(-c3ccccc3)cc2)oc1NCCCN1CCOCC1	-1.9
COc1ccc(C2C(C#N)=C(N)OC3=C2C(=O)CC(C)(C)C3)c([N+](=O)[O-])c1OC (stereo unspecified)	1.6
c1ccc(-n2ncc3c(NCCCN4CCOCC4)ncnc32)cc1	0.17
Cc1nn(-c2ccccc2)c(C)c1NC(=O)Cc1cccs1	0.12
CC(=O)N1CC2(C)CN(C(C)=O)CC(C)(C1)C2	0.065
O=C(Nc1ccc(N2CCOCC2)c(Cl)c1)c1ccco1	-1.1
C[C@@H]1CC[C@]2(O[C@H](CCO)C[C@H](O)[C@H]2O)O1	0.33
CCOc1ccccc1Nc1ccc(C(=O)O)cc1NC(C)=O	0.32
Cc1nnsc1C(=O)Nc1ccccc1Cl	0.83
c1ccc(-c2csc(-n3cnnn3)n2)cc1	0.3
O=C(c1ccccc1)N1CCCC(c2ccc(Cl)cc2)=N1	-1.3
CC(C)Cn1c(N)c(C(=O)CCl)c(=O)n(C)c1=O	1
O=C(NCCCNC(=O)C(F)(F)C(F)F)C(F)(F)C(F)F	0.16
CC(=O)c1cc(OC(=O)c2ccncc2)ccc1OC(=O)c1ccncc1	-0.024
O=c1[nH]cnc2scc(-c3ccc(F)cc3)c12	0.35
CCc1cc(C(=O)OC)c(NC(=O)CCC(=O)O)s1	0.45
COc1ccc(NC(=O)Nc2ccc(F)cc2F)c(C)c1	-0.015
CC(NC(=O)c1ccco1)c1ccc2c(c1)OCCO2 (stereo unspecified)	1.2
COCCN1Cc2cccc(C(=O)Nc3cc(C)cc(C)c3)c2C1=O	-0.59
C/C(O)=C(\C#N)c1nc2ccccc2[nH]1	0.72
CCOC(=O)CNC(=O)c1sc2nc(C)cc(C)c2c1N	0.3
C#CCOCCOCCOCCNc1nc(N2CCN(C(=O)[C@H]([C@@H](C)CC)n3cc(CCCN=C(N)N)nn3)CC2)nc(N2CCN(C(=O)[C@H](CCCCN)n3cc(CCC(=O)O)nn3)CC2)n1	0.036
CCCC[C@@H]1CN=C(N)N1CCc1cc(C(F)(F)F)cc(C(F)(F)F)c1	-0.095
COC(=O)c1c(N2C(=O)CCC2=O)sc2c1CCCC2	1.9
CCOC(=O)c1cnn(-c2ccccc2)c1NC(=O)c1cccs1	0.081
C[C@H](NC(=O)NCc1cccs1)C(=O)O	0.8
CCCCNc1cc(C)nc(N2CCOCC2)n1	0.21
Cc1ccccc1Cn1cc(S(=O)(=O)CC(=O)N2CCCCC2)c2ccccc21	0.19
Cn1nc(-c2ccccc2)c(-c2nc(-c3ccccc3Cl)no2)c1Cl	0.17
O=C(COC(=O)c1cnccn1)NCc1ccccc1	-0.52
CC1(C)CC(=O)CC(=Nc2ccc(C(=O)O)cc2)C1	0.034
Cc1cc2c3c(c1C)C1(C(=O)N3C(C)(C)CC2C)C(C#N)=C(N)OC2=C1C(=O)CC(C)(C)C2 (stereo unspecified)	-0.17

# Following part.
canonical_smiles	Cav3 T inh
CCCCNC(=O)c1cccc(C(=O)NCCCC)c1	-0.28
Cc1ccc(C(=O)Nc2cccc(C(F)(F)F)c2)cc1NC(=O)c1nccn1C	-1.3
CCOc1ccc(NC(=O)CN(C2CCCCC2)S(C)(=O)=O)cc1	0.85
CCCCOC(=O)c1cccc(NC(=O)CC)c1	0.12
COc1cc(NC(=O)CN2C(=O)NC(C)(CC(C)C)C2=O)cc(OC)c1 (stereo unspecified)	1.3
O=C(CSc1nnc(-c2ccco2)n1CC1CCCO1)N1CCCCC1 (stereo unspecified)	0.77
Cc1c(NC(=O)c2noc3c2CCc2ccccc2-3)c(=O)n(-c2ccccc2)n1C	-1.2

# Screens deposited in PubChem by Vanderbilt High Throughput Screening Facility.
